CSM14.1 death rescue: protection against thapsigargin-triggered cell killing – 384-well, CSM14.1, ATP luminescence, primary screen (AID 1222). cellular ATP content (survival), % at 20 µM; hits with a dose series show EC50 in µM. CSM14.1 thapsigargin-induced death rescue, ATP luminescence; higher % means a stronger effect. 190,000 tested, under 10 active;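 active = EC50 below 50 µM in the dose-response confirmation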;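 also: death triggered by thapsigargin at about 15 µM added after 2 h compound pretreatment; cell ATP read after overnight thapsigargin exposure of roughly 18 to 22 hours; normalized against plate controls of thapsigargin alone and 5% DMSO vehicle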
PMI inhibition: human PMI inhibitors, high substrate, primary screen, biochemical, fluorescence intensity, high mannose 6-phosphate (AID 1220). recombinant PMI enzyme, coupled fluorescence intensity; higher % means a stronger effect. one-dose inhibition, % at 20 µM; IC50 in µM for titrated hits. hit rate 0.66% among 190,000
WT yeast gro inh: growth inhibition of WT yeast, mitochondrial fusion screen; mitochondrial fusion phenotypic screen, WT strain; inhibition, % at 10 µM; hit rate 2.1% among 190,000; AID 1362; in the data active = inhibition above about 58%; tested in S. cerevisiae
M1AAP inhibition: P. falciparum M1AAP inhibitors, biochemical, fluorogenic H-Leu-NHMec substrate, 1536-well (AID 1445); recombinant M1AAP, H-Leu-NHMec fluorogenic kinetic assay; higher % means a stronger effect; inhibition, % at 30 µM, or IC50 in µM where a hit was titrated; hit rate 0.42% among 220,000;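 active = primary inhibition above the hit cutoff, then over 50% inhibition at one or more dose response concentrations, cut at about 23% in these data, passing the limit was not always enough; inconclusive = conflicting primary data, or primary hits not chosen for dose response; inactive = low primary inhibition, or under 50% at every dose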;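 also: plate controls were DMSO full reaction for no effect and no enzyme background for full effect; strong numbers were not always called active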
UTI89 phage lysis: protection from phage-mediated lysis, alamar blue read-out – E. coli UTI89, K1F phage, bacterial capsule biogenesis inhibitors (AID 488966) | hit rate 0.02% among 340,000 | E. coli UTI89 K1F phage lysis, alamar blue, 2 h; higher % means a stronger effect | one-dose inhibition, % at 100 µM; IC50 in µM for titrated hits;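 active = phage lysis inhibition, versus mean bacterial control, above a set limit; inconclusive = no clear call, values can overlap the other calls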;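 also: capsule biogenesis inhibitors block K1F phage lysis so surviving cells raise fluorescence; higher fluorescence means more inhibition of phage lysis; actives were called in the ten point dose series up to 300 µM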
TNAP activation fold: human TNAP enzyme activators, primary screen, biochemical, luminescent, no phosphate acceptor, uHTS (AID 1001). purified TNAP, luminescent activation assay, no phosphate acceptor; higher activation fold means a stronger effect. one-dose activation fold at 20 µM; EC50 in µM for titrated hits. hit rate 0.03% among 200,000; in the data active = activation fold from about 3, or a potency from the dose series; inactive = the rest, 99 in 100 with activation fold below about 1.6; also: many of its hits are not listed in these tables
Myeloid diff 2: compounds promoting myeloid differentiation. ER-HoxA9 myeloid progenitors, lysozyme-GFP differentiation, flow cytometry. hit rate 1% among 360,000. AID 624256. calls only at 10 µM;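 active = normalized GFP-positive differentiation at or above the plate's own cutoff, the solvent-only control mean plus 3 SD; inconclusive = no clear call, values can overlap the other calls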;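 also: cells exposed to compound for four days before flow analysis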
Lipid droplet: hepatic lipid droplet formation modulation | AML12 mouse hepatocytes, oleate lipid droplets, BODIPY imaging | inhibition, % at 6.5 µM | hit rate 0.4% among 240,000 | AID 1656;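 active = lipid droplet intensity inhibited by at least 50%, with more than 500 cells counted; inconclusive = wells with under 300 cells, treated as cytotoxic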
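Technique: fluorescence imaging, 20x objective, two fields per well / Assay system: AML12 hepatocytes (mouse) / Measure: % inhibition of lipid droplet signal / Doses: 6.5 µM single-point dosing / Incubation: overnight exposure / Reagent: 100 µM oleic acid challenge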
human PMI inhibition: MPI enzyme activity inhibition – biochemical, fluorescence intensity, coupled assay, primary screen (AID 1209); purified PMI enzyme, coupled fluorescence intensity; higher % means a stronger effect; inhibition, % at 20 µM; hits with a dose series show IC50 in µM; hit rate 0.42% among 190,000;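 also: plate controls were DMSO vehicle for no effect and wells lacking substrate for full effect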
WT yeast gro inh mutant strain: second read-out of WT yeast gro inh, no call of its own (marks repeat the call); inhibition, %; mitochondrial fusion phenotypic screen, mutant strain inhibition
Lipid droplet cells 6.5 µM: also measured in Lipid droplet; calls as there; cell count; measured here: cell count, cytotoxicity flag;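 cells counted across two imaged fields per well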
Myeloid diff 2 GFP+ MAC1+ %: recorded beside Myeloid diff 2, whose call it bears; GFP+ MAC1+ double positive, %; measured here: differentiation confirmed by MAC1 staining
The depositor's hits bear a star; i = inactive; ? = inconclusive; nt = no result given; + = active, no number; [ ] = another dose, or the depositor's remark. Rule as the data show it, unless noted: active = inhibition above about 50%; inactive = the rest.

SMILES	CSM14.1 death rescue	PMI inhibition	WT yeast gro inh	WT yeast gro inh mutant strain	M1AAP inhibition	UTI89 phage lysis	TNAP activation fold	Myeloid diff 2	Myeloid diff 2 GFP+ MAC1+ %	Lipid droplet	Lipid droplet cells 6.5 µM	human PMI inhibition
Cc1nc2ccc(Cc3ccc4nc(C)[nH]c4c3)cc2[nH]1	-4.4%	-3%	-6	-3	-1%	0.1%	1.2	i	0.5	-6	772	-5%
O=[N+]([O-])c1ccc(Nc2ccc(F)cc2)nc1	-4.0%	2%	18	4	0%	1.0%	1.1	i	0.3	5	444	13%
Cc1cc(C(=O)N/N=C/c2ccco2)c2ccccc2n1	-1.3%	-4%	-3	-4	4%	3.0%[50 µM]	1.1	i	0.3	4	676	-8%
CC(=O)C1=C(c2cccc([N+](=O)[O-])c2)N(C(C)=O)n2c(C)nnc2S1	2.1%	-6%	60*	38*	3%	0.0%	0.4	i	0.2	7	771	-6%
COC(=O)c1[nH]c2cccc(C)c2c1NC(=O)CN1CCCc2ccccc21	4.4%	-107%	7	7	5%	-0.2%	1	i	1.5	-29	716	-54%
CCOc1ccc(NC(=O)CN2C(=O)COc3ccc(Cl)cc32)cc1	-0.8%	12%	9	-7	-7%	5.3%	1.1	i	1.7	nt	nt	8%
COc1ccc2nc3oc(C(=O)N4CCC(C(N)=O)CC4)cc3cc2c1	-2.9%	-8%	7	-5	13%	-0.7%	1.1	i	0.6	nt	nt	-1%
Nc1ccc(S(=O)(=O)c2cccc(N)c2)cc1	-0.7%	8%	-3	-9	4%	0.3%	1.1	i	1.7	1	706	7%
COCCNCC(=O)C12CC3CC(CC(C3)C1)C2	-2.8%	-17%	-41	-18	0%	1.5%	1.1	i	5.8	-5	726	-4%
Cc1nn2c(NCc3ccccn3)cc(C(C)(C)C)nc2c1-c1ccccc1	nt	nt	nt	nt	0%	-0.3%	nt	i	0.0	-15	695	nt
CCC(=O)N1CCN(c2ccc(NC(=O)c3cc4ccccc4o3)cc2)CC1	-0.2%	2%	2	-2	6%	0.2%	1.1	i	0.3	-2	713	-8%
Cn1c(=O)c2c3c(sc2n2c(SCC(N)=O)nnc12)CC(C(C)(C)C)CC3 (stereo unspecified)	-1.0%	11%	-7	0	1%	2.6%	1.1	i	15	-3	773	12%
O=C(C1COc2ccccc2O1)N1CCN(c2ccccc2F)CC1 (stereo unspecified)	0.0%	4%	33	47	3%	0.8%	1.2	i	6.4	nt	nt	4%
Cc1c(-n2c(O)c(C3=c4ccccc4=NC3=O)sc2=O)c(=O)n(-c2ccccc2)n1C	-0.8%	0%	-8	7	5%	-2.2%	0.9	i	0.4	-3	707	-2%
N#CCC(=O)N/N=C/c1cn(Cc2ccc3ccccc3c2)c2ccccc12	nt	nt	nt	nt	3%	0.1%	nt	i	0.5	-1	707	nt
CN(C)S(=O)(=O)c1ccc(-c2ccccc2)cc1	-1.5%	0%	15	-8	1%	2.0%	1.1	i	0.7	nt	nt	-2%
O=c1[nH]ncc(N/N=C\c2cccs2)c1Cl	-0.1%	-6%	-4	-8	14%	0.0%	1.1	i	0.1	18	707	-4%
Cc1c(NS(=O)(=O)c2ccc3c(c2)n(C)c(=O)n3C)c(=O)n(-c2ccccc2)n1C	-2.8%	-15%	-2	23	10%	1.2%	1	nt	nt	-6	672	-9%
O=C(Nc1ccc(F)cc1)Nc1ccc(N2CCCC2)c(S(=O)(=O)Nc2ccccc2Cl)c1	-0.9%	-11%	52	-4	3%	4.8%	1.3	i	1.5	-15	549	5%
COc1ccccc1N1CCN(c2nc(C)nc3c2oc2ccccc23)CC1	-1.8%	-13%	75*	30*	1%	8.4%	0.9	?	nt	nt	nt	-12%
CCS(=O)(=O)N1CCCC(C(=O)NCc2ccccc2Cl)C1 (stereo unspecified)	nt	0%	-1	-17	4%	0.3%	1.1	i	0.6	-2	718	6%
Cc1cc(C)n(CC(C)NC(=O)c2cc(COc3c(F)cccc3F)on2)n1 (stereo unspecified)	0.3%	-2%	13	16	-5%	0.1%	1	i	0.5	2	701	0%
COc1ccc(/C=N/NC(=O)c2snnc2C)c(OC)c1OC	2.0%	0%	-6	-20	-3%	0.6%	1.1	i	0.1	-5	708	-3%
NC(=O)CC[C@@H]1NC(=O)[C@@H]2CCCN2C(=O)c2cc([N+](=O)[O-])cc(I)c2NCCC[C@@H](C(=O)NC(CC(=O)O)C(N)=O)NC1=O (stereo partly specified)	-4.7%	-10%	-3	-11	3%	nt	1.1	nt	nt	-5	717	-13%
Cc1cccc(NC(=O)Cn2c(O)c(N=NC(=O)c3ccncc3)c3ccccc32)c1	-0.2%	6%	-3	-8	1%	0.2%	1	i	0.6	8	699	5%

Sorted by the number under WT yeast gro inh mutant strain (low to high): 3 of the compounds above
SMILES,PMI inhibition,WT yeast gro inh mutant strain,M1AAP inhibition,TNAP activation fold,Myeloid diff 2 GFP+ MAC1+ %,human PMI inhibition
CCOc1ccc(NC(=O)CN2C(=O)COc3ccc(Cl)cc32)cc1,12%,-7,-7%,1.1,1.7,8%
CCC(=O)N1CCN(c2ccc(NC(=O)c3cc4ccccc4o3)cc2)CC1,2%,-2,6%,1.1,0.3,-8%
Cc1c(NS(=O)(=O)c2ccc3c(c2)n(C)c(=O)n3C)c(=O)n(-c2ccccc2)n1C,-15%,23,10%,1,nt,-9%

Returning to the listing, repeating the 2 entries before the break.
SMILES	CSM14.1 death rescue	PMI inhibition	WT yeast gro inh	WT yeast gro inh mutant strain	M1AAP inhibition	UTI89 phage lysis	TNAP activation fold	Myeloid diff 2	Myeloid diff 2 GFP+ MAC1+ %	Lipid droplet	Lipid droplet cells 6.5 µM	human PMI inhibition
NC(=O)CC[C@@H]1NC(=O)[C@@H]2CCCN2C(=O)c2cc([N+](=O)[O-])cc(I)c2NCCC[C@@H](C(=O)NC(CC(=O)O)C(N)=O)NC1=O (stereo partly specified)	-4.7%	-10%	-3	-11	3%	nt	1.1	nt	nt	-5	717	-13%
Cc1cccc(NC(=O)Cn2c(O)c(N=NC(=O)c3ccncc3)c3ccccc32)c1	-0.2%	6%	-3	-8	1%	0.2%	1	i	0.6	8	699	5%
CC(C)Oc1ccc(Br)cc1/C=N\NC(N)=S	-0.5%	-5%	1	20	11%	-0.8%[50 µM]	0.9	+	7.8*	1	653	-4%
COc1ccc(-c2cc(=O)c3cc(OC)c(OC)cc3[nH]2)cc1	-3.6%	-20%	-7	-10	5%	-1.0%	1.1	i	1.9	-1	742	-23%
CCOC(=O)N1CCN(c2nc(=S)n(-c3ccccc3)c(C)c2C(C)=O)CC1	-0.2%	7%	-2	-2	20%	0.1%	1.1	i	0.9	nt	nt	3%
Cc1ccc(S(=O)OCC(=O)Nc2cc(Cl)ccc2N2CCOCC2)cc1 (stereo unspecified)	-0.3%	52%*	-5	3	1%	0.1%	1.2	i	0.0	nt	nt	31%
Fc1ccc(-c2ccnc(=S)[nH]2)cc1	1.5%	16%	14	-9	-1%	-0.5%	0.9	i	0.8	1	637	16%
Cc1ccc(S(=O)(=O)N(CC(=O)N2CCCCC2)c2cccc(C)c2)cc1	-0.4%	-1%	18	2	6%	0.3%	1	i	1.3	-43	691	5%
COc1ccc(Cl)cc1NC(=O)C/C(C)=N/NC(=O)CC#N	-1.5%	3%	9	7	1%	0.0%	1.1	i	0.4	12	684	2%
CCCCCCN(C(=O)CCl)c1ccccc1	nt	nt	nt	nt	0%	-0.1%	nt	i	0.3	-9	705	nt
COc1ccccc1NC(=O)CSc1nnc(-c2ccccn2)n1Cc1ccco1	-0.2%	-11%	13	9	4%	-0.2%	1	i	0.8	nt	nt	4%
CCOc1ccc(Br)cc1S(=O)(=O)NCCN(C)C	9.5%	-25%	3	5	11%	1.0%	1.1	i	1.2	2	756	-10%
CCOC(=O)Nc1c(Cl)n(C)c(=O)n(C)c1=O	nt	nt	nt	nt	-5%	0.0%	nt	i	0.3	28	688	nt
CCOC(=O)CNC(=O)CSc1nnnn1-c1ccc(C)c(C)c1	2.5%	9%	25	0	-3%	1.9%	1.1	i	1.1	nt	nt	4%
COc1ccc(NC(=O)Nc2ccc(Cc3ccncc3)cc2)c(OC)c1	0.8%	2%	-7	-22	2%	6.4%	1.2	?	nt	0	626	17%
Cc1cc(NC(=O)CCCn2cnc([N+](=O)[O-])n2)no1	-0.8%	6%	-3	1	1%	-0.7%[50 µM]	1.1	i	0.9	14	719	3%
COc1cc(C)c(Cl)cc1S(=O)(=O)n1cnc(C)c1	-0.5%	-3%	12	21	5%	0.6%[50 µM]	1.1	i	2.3	-12	765	2%
O=C(COC(=O)c1cc2c(s1)CCCC2)NCc1ccccc1Cl	-2.3%	7%	-10	-17	15%	-0.1%	1.1	i	0.5	-3	631	8%
Cc1ccc2cc(CN(Cc3ccc4c(c3)OCO4)Cc3nnnn3Cc3ccco3)c(=O)[nH]c2c1	0.8%	4%	16	12	18%	0.8%	1	i	0.9	12	731	10%
O=c1c2cccnc2n(-c2ccccc2)n1Cc1ccc(Cl)cc1	-0.8%	6%	25	-18	7%	-0.2%	1	nt	nt	nt	nt	9%
COc1cccc(/C=N/NC(=O)C(C)Sc2ccccc2)c1 (stereo unspecified)	-2.3%	4%	-6	-12	nt	0.1%	1.1	i	0.8	-15	653	15%
COc1ccc(CCNC(=O)CSc2ncn[nH]2)cc1	1.8%	2%	-3	-7	1%	-7.5%	1	i	1.5	2	779	5%
Cc1cccc(C)c1NC(=O)C1=C(O)c2ccccc2N(C)S1(=O)=O	-2.2%	-10%	-25	-22	1%	-0.4%	1	i	1.7	-23	706	-6%
Cn1nnnc1SCC(=O)Nc1ccc(Br)cc1Cl	-0.6%	-8%	-2	-13	6%	0.2%	1.1	i	1.3	13	758	-2%
C#CC(=O)N(c1cc(OC)ccc1OC)C(C(=O)NC1CCCC1)c1cccs1 (stereo unspecified)	1.3%	4%	3	3	-3%	-0.1%	1.1	i	1.3	nt	nt	-2%
CCc1ccccc1NC(=O)Cn1nc(C(F)(F)F)c2c1CCC2	0.6%	0%	2	-12	3%	1.9%	1.1	i	0.8	6	742	-4%
CN(C)C(=S)c1ccc2ccccc2n1	-0.4%	-2%	nt	nt	9%	0.1%	1.1	i	1.7	nt	nt	2%
COc1ccc(-c2nnc3ccc(SCc4ccccc4)nn23)cc1	2.1%	-7%	6	19	1%	-1.6%	1	i	1.6	15	737	-10%

Look-ups from the list.
O=c1c2cccnc2n(-c2ccccc2)n1Cc1ccc(Cl)cc1 in UTI89 phage lysis: -0.2%
Cc1cccc(C)c1NC(=O)C1=C(O)c2ccccc2N(C)S1(=O)=O in M1AAP inhibition: 1%

Compound activity as filed in PubChem BioAssay.
